Compound activity: PubChem BioAssay, NCI
All columns: NCI-60 one-dose screen, growth in % after 48 h at 10 µM unless noted; 100 = growth as untreated, 0 = no growth, -100 = all killed.
MDA-MB-468: MDA-MB-468 breast cancer. 8.5% of 78,000 active. AID 2202374
K-562: K-562 leukemia; AID 1794777; 7.4% of 78,000 active
MCF7: MCF7 breast cancer. 6.3% of 82,000 active. AID 1794796
RPMI-8226: RPMI-8226 leukemia cells | 7.5% of 77,000 active | AID 1794781
MOLT-4: MOLT-4 leukemia cells. AID 1794779. 6.9% of 80,000 active
CCRF-CEM: CCRF-CEM leukemia. 7% of 77,000 active
MDA-MB-231: MDA-MB-231 breast cancer | AID 1794789 | 5% of 81,000 active
SR: SR leukemia cells; 8.7% of 73,000 active; AID 1794780
* marks the source's active call; other numbers are inactive results; · = no result given; & = joins results of further samples; [ ] = dose if it differs, or a comment. Rule for the calls: active = growth percent below 10; inactive = the rest.

SMILES	MDA-MB-468	K-562	MCF7	RPMI-8226	MOLT-4	CCRF-CEM	MDA-MB-231	SR
Cn1c(=O)c2nc(CC(=Nc3ccc(F)cc3)c3ccccc3)c(=O)[nH]c2n(C)c1=O	104	73	85	103	101	96	96	100
Cc1[nH]c(=O)[nH]c(=O)c1CN1CCCCC1	105	104	98	108	107	103	112	98
Nc1ncn(CC#CCO)c(=O)n1	107	87	91	·	83	99	119	72
COc1ccc(C2=NN(C)C(=O)C3(CCCCC3)C2)cc1	96	101	95	113	102	110	104	116
CC(O)CC(=O)c1ccc(O)cc1 (configuration not stated)	101	90	103	96	77	·	89	97
CCOCCc1ccncc1	102	92	90	92	98	68	114	108
OCCCNc1oc(-c2ccccc2)nc1[P+](c1ccccc1)(c1ccccc1)c1ccccc1	-41*	11	0.5*	4.5*	6.8*	11	-8.1*	1.7*
CCCCCCCC(C)NCCOC(=O)c1ccc([N+](=O)[O-])cc1 (configuration not stated)	106	83	99	91	87	80	106	79
O=C(Oc1cc(Cl)ccc1Cl)c1ccccc1	·	91	91	102	88	106	109	83
COc1cccc(/C=C/[C@H]2O[C@@H](C)[C@H](O)[C@@H]2O)c1CO	106	99	103	101	99	101	94	99
NC(=O)c1cccnc1	105	101	100	103	114	97	101	·
COC1OC(CO)C(OC)C(O)C1NC(O)COCCOC(O)CNC(=S)N=Nc1c(O)[nH]c2ccccc12 (configuration not stated)	102	102	100	102	105	102	101	104
O=C1c2ccccc2N=C(N/N=C/c2ccccc2)[C@@H]2CCCN12	104	91	90	99	103	98	100	99
COc1ccc2nc(CC(=N)c3ccc(N(C)C)cc3)ccc2c1	48	60	80	89	83	78	·	88
O=C1c2ccccc2C(=O)N1CN1CCN(c2cc(=O)[nH]c3ccc(F)cc23)CC1	98	105	95	106	112	105	100	109
O=C(O)c1ccc(N=C2c3ccccc3-c3ccccc32)cc1	103	101	93	107	95	98	107	·
O=C(Nc1cccc2cccnc12)c1ccc2ccc3ccc(C(=O)Nc4cccc5cccnc45)nc3c2n1	77	56	74	10	39	38	67	39
CN1C(=O)C(Nc2ccc(C(=O)Nc3ccccc3)cc2)=C(c2ccc(Cl)cc2)C1=O	73	86	72	73	60	91	82	62
O=S(=O)(O)c1cc(O)c2c(N=Nc3ccc(Nc4ccccc4)c4c(S(=O)(=O)O)cccc34)cc(S(=O)(=O)O)cc2c1	103	112	105	109	110	108	102	111
CNC(=O)Cn1nnc(CO)c1CCc1ccccc1	122	·	102	107	80	96	108	80
Cc1ccc(S(=O)(=O)NC(=O)n2ccc3c(N(C)C)ccnc32)cc1	103	93	97	109	93	109	115	90
CCCc1c(C)nc2scc(-c3ccc(Cl)cc3)n2c1=O	98	99	95	96	87	95	109	83
COc1ccc2cc(C#Cc3ccc(-n4c(/C=C/c5c(Cl)cccc5Cl)nc5ccccc5c4=O)c(C)c3)ccc2c1	124	101	102	109	113	106	100	94
C=CCNC(=O)Cc1c(-c2ccc(OC)cc2)oc2c(OC)c3c(c(OC)c12)OCO3	95	102	84	98	100	94	91	97
Oc1c(Cl)cc(Cl)cc1CNC1CCCCC1	112	87	98	97	93	100	104	87
CC[C@H](Nc1nc(N)nc(C)c1C#N)c1nc2cccc(NCc3ccc(C(=O)NO)cc3)c2c(=O)n1-c1ccccc1	3.3*	·	5.7*	4.8*	0.2*	0.3*	7.6*	·
ON=C1/C(=N\O)CCC/C1=N/O	100	83	99	96	66	79	108	79
COc1ccccc1-n1cc(Cn2c(=O)oc3cccnc32)nn1	110	115	96	120	114	111	99	107
N#Cc1c(N)nc2c(nnn2-c2ccccc2)c1N	106	·	88	92	90	82	99	84
CC(CO)(CO)c1ccccc1	101	97	96	99	96	95	110	96
N=C(N)N1CCc2ccccc2C1	107&41	108&71	104&106	81&74	106&88	92	103&99	94&75
COC(=O)CCc1ccc(N(CCO)S(=O)(=O)c2ccc(C)cc2)cc1	95	105	98	98	97	99	102	105
Cc1nc(=S)c2ccccc2[nH]1	106	101	90	95	102	90	91	108
CC(C)c1oc2ccccc2c1C(=O)c1ccc(O)cc1	80	60	105	70	71	74	90	50
CCOC(=O)CNC(=O)C(c1ccccc1)c1ccccc1	101	·	98	98	·	97	131	·
O=C(O)CCc1nc2c(=O)[nH]c(=S)[nH]c2[nH]c1=O	100	100	98	109	99	106	111	122
CC1=CSC2=NCCCCN12	99	88	95	104	98	106	95	100
CC(=O)Oc1ccc(O)cc1	95	97	88	70	4.6*	64	95	88
C=C(C)COc1cc(C)c(Cl)cc1Cl	107	119	101	105	108	97	130	102
CCNc1ccc(-c2nc3ccccc3n3cccc23)cc1	2.2*	68	34	85	71	68	56	76
CCOC(=O)CC1CSC(N/N=C/c2ccc(OC)cc2)=N1 (configuration not stated)	107	99	88	105	104	116	103	105
Cc1ccc(OCCn2c(C)nn(-c3ccc(Cl)cc3)c2=O)cc1	124	107	99	97	111	100	103	·
COc1cc(CNC(=O)CCCC/C=C/C(C)C)ccc1OCc1n[nH]c(=S)o1	111	93	95	·	99	100	102	95
CCOC(=O)C1=C(C)NC(=O)NC1c1ccc(OCc2cn(-c3ccc(S(N)(=O)=O)cc3)nn2)c(OC)c1 (configuration not stated)	103	·	91	108	106	105	111	·
O=C1/C(=C/c2cc(F)ccc2F)N=C2SCCCN12	104	100	86	100	104	109	106	102
Cc1ccc(N2CCN(CCCN3CCN(c4ccccc4Cl)CC3)CC2)cc1	52	54	94	64	53	84	77	66
Nc1ccc(S(=O)(=O)Nc2ccc(S(=O)(=O)O)c3ccccc23)cc1	118	110	104	114	102	104	105	121
N=C1/C(=C2\NC3C=CC=CC3S2)C(c2ccc(Cl)cc2)C2C(=O)N(c3ccccc3)C(=S)N12 (configuration not stated)	98	102	94	103	88	101	102	105
C=CCOC(=O)c1ccccc1C(=O)OCC1CO1 (configuration not stated)	111	118	107	107	113	101	105	·
COc1cc(OC)c2c(=O)c3c([C@H]4c5c(OC)c(O)c6oc7cc(OC)cc(OC)c7c(=O)c6c5[C@@H]5C=C(C)CC(C)(C)[C@H]45)cc(OC)c(O)c3oc2c1	107	68	49	59	54	90	54	77

Another view of part of the listing above.
canonical_smiles | MDA-MB-468 | K-562 | MCF7 | RPMI-8226 | MOLT-4 | CCRF-CEM | MDA-MB-231 | SR
CCNc1ccc(-c2nc3ccccc3n3cccc23)cc1 | 2.2* | 68 | 34 | 85 | 71 | 68 | 56 | 76
CCOC(=O)CC1CSC(N/N=C/c2ccc(OC)cc2)=N1 (configuration not stated) | 107 | 99 | 88 | 105 | 104 | 116 | 103 | 105
Cc1ccc(OCCn2c(C)nn(-c3ccc(Cl)cc3)c2=O)cc1 | 124 | 107 | 99 | 97 | 111 | 100 | 103 | ·
COc1cc(CNC(=O)CCCC/C=C/C(C)C)ccc1OCc1n[nH]c(=S)o1 | 111 | 93 | 95 | · | 99 | 100 | 102 | 95
CCOC(=O)C1=C(C)NC(=O)NC1c1ccc(OCc2cn(-c3ccc(S(N)(=O)=O)cc3)nn2)c(OC)c1 (configuration not stated) | 103 | · | 91 | 108 | 106 | 105 | 111 | ·
O=C1/C(=C/c2cc(F)ccc2F)N=C2SCCCN12 | 104 | 100 | 86 | 100 | 104 | 109 | 106 | 102
Cc1ccc(N2CCN(CCCN3CCN(c4ccccc4Cl)CC3)CC2)cc1 | 52 | 54 | 94 | 64 | 53 | 84 | 77 | 66
Nc1ccc(S(=O)(=O)Nc2ccc(S(=O)(=O)O)c3ccccc23)cc1 | 118 | 110 | 104 | 114 | 102 | 104 | 105 | 121
N=C1/C(=C2\NC3C=CC=CC3S2)C(c2ccc(Cl)cc2)C2C(=O)N(c3ccccc3)C(=S)N12 (configuration not stated) | 98 | 102 | 94 | 103 | 88 | 101 | 102 | 105
C=CCOC(=O)c1ccccc1C(=O)OCC1CO1 (configuration not stated) | 111 | 118 | 107 | 107 | 113 | 101 | 105 | ·
COc1cc(OC)c2c(=O)c3c([C@H]4c5c(OC)c(O)c6oc7cc(OC)cc(OC)c7c(=O)c6c5[C@@H]5C=C(C)CC(C)(C)[C@H]45)cc(OC)c(O)c3oc2c1 | 107 | 68 | 49 | 59 | 54 | 90 | 54 | 77

The list goes on.
SMILES	MDA-MB-468	K-562	MCF7	RPMI-8226	MOLT-4	CCRF-CEM	MDA-MB-231	SR
O=C(Nc1ccc(Cl)cc1)Oc1ccc(Cl)cc1Cl	105	107	104	108	108	·	106	113
Cc1ccc(-c2nc(/C=C3/C(=O)N(C)c4ccc(F)cc43)c3ccccn23)cc1	101	107	79	115	100	111	77	98
O=C1NN(C(=O)c2ccc3ccccc3c2)C(c2ccccc2)=N/C1=C\c1cn(-c2ccccc2)nc1-c1ccccc1	90	·	101	98	82	71	102	92
O=C(O)c1cccnc1Sc1nc2ccc(Cl)cc2c(=O)n1-c1ccccc1	·	·	91	92	107	96	90	104
COc1cc(NC(=O)CN2CCN(c3cc4c(cc3F)c(=O)c(C(=O)O)cn4C3CC3)CC2)cc(OC)c1OC	102	97	103	97	110	77	102	115
Cc1ccc(-c2nc(N3CCNCC3)c3oc(-c4ccc(C)cc4)nc3n2)cc1	-33*	-75*	-73*	-49*	-73*	-72*	-72*	-49*
CCN(CC)CCOc1ccc(NC(=O)C(C(C)C)N2C(=O)/C(=C/c3ccc(Br)cc3)SC2=S)cc1 (configuration not stated)	63	-65*	19	19	4.0*	-17*	51	-42*
OCCc1nc2ccccc2[nH]1	102	103	101	100	97	90	106	90
COc1ccc2[nH]cc(C(c3c[nH]c4ccc(OC)cc34)C3CCN(S(=O)(=O)c4ccc(F)cc4)CC3)c2c1	82	61	54	59	64	66	79	·
CC(=O)Nc1cc2c3ccccc3n(C)c2cc1[N+](=O)[O-]	101	103	84	·	91	105	98	114
COc1cc(/C=N/NC(=O)Cn2c(-c3ccc(C)o3)nc3ccccc32)ccc1OCc1ccccc1	77	65	76	·	50	81	79	74
CCn1c(Sc2nnc(NC(=O)CN3CCCC3)s2)nc2c1c(=O)n(C)c(=O)n2C	105	100	100	·	101	109	105	95
CCOC(=O)c1cc(C(=O)/C=C/c2ccc3c(c2)Sc2ccccc2N3C)n2c(C)cccc12	80	43	59	57	51	42	67	41
O=C(CSc1nccc(Nc2ccc(S(=O)(=O)Nc3ccccn3)cc2)n1)c1ccc(Cl)cc1	81	87	91	71	81	-45*	86	76
O=C(Nc1ccc(NC(=O)c2cc(S(=O)(=O)Nc3ccccc3)c(O)c(O)c2O)cc1)c1cc(S(=O)(=O)Nc2ccccc2)c(O)c(O)c1O	104	·	103	100	100	89	106	83
Clc1ccc(Nc2ncnc3c2sc2ncccc23)c(Cl)c1	22	43	18	30	8.2*	17	61	9.8*
COc1ccc(-c2nn(-c3ccccc3)cc2/C=C/C(=O)O)cc1	98	93	88	98	103	100	94	94
CS(=O)(=O)Nc1ccc(-n2cnc3cc(-c4ccc(O)cc4)ccc32)cc1	99	91	90	103	97	95	99	93
O=C(Cc1ccccc1)CC(CC(=O)c1ccccc1)c1ccccc1 (configuration not stated)	99	58	105	69	50	65	91	74
S=C1NCCOc2ccccc21	102	100	102	106	102	·	112	104
Cc1cc(CSc2ccccc2C(=O)N2CCN(Cc3ccncc3)CC2)no1	102	96	104	101	97	·	95	95
CN(C)c1ccc(C=C2C(=O)OC(C)(C)OC2=O)cc1	109	94	97	97	102	97	112	93
O=C(O)COc1ccc(F)cc1	99	97	96	98	101	104	100	103
COc1ccc(S(=O)(=O)NCCCNc2nccc(-c3c(-c4ccc(F)cc4)nc4sccn34)n2)cc1OC	86	22	46	70	24	65	86	30
Cc1c(Nc2n[nH]c(=S)s2)c(=O)n(-c2ccccc2)n1C	112	99	95	101	101	101	99	85
Nc1nc2c(c(=O)[nH]1)NC(CCNc1ccc(C(=O)NC(CCC(=O)O)C(=O)O)cc1)CN2 (configuration not stated)	126	117	112	112	118	109	114	·
CCOC(=O)C1=C(C(=O)c2ccccc2)C(c2ccc(Cl)cc2Cl)C(C(=O)c2ccccc2)=C(C(=O)OCC)N1	105	94	90	111	99	108	·	·
O=C1NC(c2ccccc2)=CC(c2ccc3c(c2)OCO3)N1 (configuration not stated)	98	63	49	80	94	92	97	44
O=C(O)c1ccc(NC(=O)C(Cl)Cl)cc1O	102	106	93	110	111	103	103	105
O=C1/C(=C/c2ccc(F)cc2)CN(C(=O)CCN2CCC(=NO)CC2)C/C1=C\c1ccc(F)cc1	-42*	5.2*	-49*	-38*	0.0*	-18*	-56*	4.4*
Cc1c(Cc2ccccc2)c(=O)oc2c(C)c(OCC(=O)N3NC(=O)CC3=O)ccc12	98	99	97	92	101	97	94	86
CC(=O)Nc1ccc(-c2cn3ccccc3n2)cc1	87	90	94	102	100	96	106	89
COc1ccc(NC(=O)c2ccc(NC3=C(c4ccccc4)C(=O)NC3=O)cc2)cc1	87	99	86	82	77	105	95	81
CSc1nc(=S)cc(C(=O)O)[nH]1	100	89	96	92	84	95	111	79
Cc1cc(C)c(C(=O)/C=C/c2ccccc2)c(C)c1	79	49	60	·	54	·	93	·
CC(=O)Nc1ccc(OCCOc2ccc([N+](=O)[O-])cc2)cc1	97	94	94	76	98	100	123	89
O=C1C(=C(O)c2ccccc2)C(=O)c2ccccc21	120	95	102	94	116	74	107	·
O=c1[nH]c(CNc2ccc(F)cc2)nc2sc3c(c12)CCCC3	98	106	95	92	100	·	102	91
COc1cc(CNC(=O)[C@]23CCC(C)(C)CC2C2=CCC4[C@@]5(C)CCC(OC(C)=O)C(C)(C)C5CC[C@@]4(C)[C@]2(C)CC3)ccc1OCc1cn(-c2ccc(Cl)cc2Cl)nn1 (some centres not stated)	112	85	87	90	104	98	89	103
O=C1C=C(N2CCOCC2)C(=O)C=C1N1CCOCC1	104	99	99	107	103	109	111	103
CC(=O)OC[C@]12CC[C@@H]([C@@H](C)C(N)=O)[C@@H]1[C@H]1CC[C@@H]3[C@@]4(C)CC[C@H](OC(C)=O)C(C)(C)[C@@H]4CC[C@@]3(C)[C@]1(C)CC2	-40*[100 µM]	3.1*[100 µM]	-46*[100 µM]	-18*[100 µM]	-29*[100 µM]	-12*[100 µM]	-89*[100 µM]	11[100 µM]
